DAX1 inh-1: inhibits human nuclear receptor DAX1; P51843; HEK293 Gal4-DAX1 luciferase reporter, luminescence; inhibition, % at 6.75 µM; 0.99% of 340,000 active; AID 504766;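 active means inhibition above the mean over all tested compounds plus 3 SD, cut at about 4.2% in these data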;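 further: 0% = DAX1-transfected cells with DMSO and 100% = empty-vector control cells with DMSO; inhibition shows as a rise in luminescence from relieved DAX1 repression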
PLCb3 inh: inhibitors of human phospholipase C beta3 | Q01970 | Purified PLC-beta3, fluorogenic substrate, fluorescence | inhibition, % at 12.2 µM | 0.18% of 370,000 active; in the data active means inhibition above about 11%;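 further: 0% = median of compound wells on plate and 100% = full blocker control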
ADAM10 inh: inhibitors of human ADAM10 | O14672 | recombinant ADAM10, EDANS/DABCYL FRET peptide cleavage, 3 h | inhibition, % at 7 µM | 0.62% of 370,000 active | AID 720582;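 active means inhibition above a per-campaign cutoff equal to the mean of compounds falling between control-based bounds plus 3 SD, cut at about 20% in these data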;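 further: 0% = DMSO wells while the 100% control is not disclosed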
ssDAF12 agonist: S. stercoralis DAF-12 activation, primary screen. 1% of 370,000 active. HEK293 ssDAF-12/GRIP1 lit1-tk-luc reporter, luminescence; % of 3 µM dafachronic acid response. activation, % at 6.8 µM;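 active means activation above the mean over all tested compounds plus 3 SD, cut at about 0.9% in these data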;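 further: 0% = DMSO-only wells and 100% = 3 µM delta7-dafachronic acid wells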
FXN GAA850 act: activators of GAA850 frataxin (FXN) promoter | activation, % at 6 µM | 0.56% of 360,000 active | AID 540364 | HEK293 lucGAA850 FXN promoter luciferase reporter, 24 h; percent of 10 µM SAHA response;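 active means activation above the average of all compounds screened plus 3 SD, cutoff fixed separately per campaign, cut at about 7.5% in these data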;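 further: 0% = DMSO wells and 100% = 10 µM SAHA wells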
DAX1 inh-2: blocks DAX1 repression of SF-1 activated StAR promoter | 1.1% of 370,000 active | AID 652010 | HEK293T StAR-luciferase reporter, SF-1/DAX-1 repression relief | inhibition, % at 6.8 µM;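 active means inhibition above the mean over all tested compounds plus 3 SD, cut at about 3.6% in these data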;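 further: 0% = DAX-1 cells with DMSO and 100% = cells lacking DAX-1 with DMSO; higher inhibition means more luminescence from relief of DAX-1 repression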
sPLA2-III inh: Blocks human group III sPLA2 activity; Q9NZ20; QFRET BODIPY PC-A2 liposome hydrolysis, fluorescence; inhibition, % at 12.2 µM; 0.56% of 370,000 active;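 active means inhibition above mean plus 3 SD of compounds lying within the high and low control bounds, cut at about 19% in these data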;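 further: 0% = median of test compound wells and 100% = no enzyme DMSO wells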
hcDAF12 agonist: activators of H. contortus DAF-12 nuclear receptor | activation, % at 6.8 µM | 1.4% of 370,000 active | AID 652067 | HEK293 hcDAF-12 lit1-tk-luc reporter, luminescence; 0% DMSO, 100% Δ7-dafachronic acid;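 active means activation above the mean of all tested compounds plus 3 SD, cut at about 5.5% in these data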;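 further: 100% = response to 3 µM Δ7-dafachronic acid high control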
PLCg1 inh: blocks human PLC-gamma1 enzyme activity | 0.84% of 370,000 active | P19174 | purified PLC-gamma1, fluorogenic substrate, fluorescence | AID 720700 | inhibition, % at 12.2 µM; in the data active means inhibition above about 9.5%
Target sequence (P19174 whole entry, looked up): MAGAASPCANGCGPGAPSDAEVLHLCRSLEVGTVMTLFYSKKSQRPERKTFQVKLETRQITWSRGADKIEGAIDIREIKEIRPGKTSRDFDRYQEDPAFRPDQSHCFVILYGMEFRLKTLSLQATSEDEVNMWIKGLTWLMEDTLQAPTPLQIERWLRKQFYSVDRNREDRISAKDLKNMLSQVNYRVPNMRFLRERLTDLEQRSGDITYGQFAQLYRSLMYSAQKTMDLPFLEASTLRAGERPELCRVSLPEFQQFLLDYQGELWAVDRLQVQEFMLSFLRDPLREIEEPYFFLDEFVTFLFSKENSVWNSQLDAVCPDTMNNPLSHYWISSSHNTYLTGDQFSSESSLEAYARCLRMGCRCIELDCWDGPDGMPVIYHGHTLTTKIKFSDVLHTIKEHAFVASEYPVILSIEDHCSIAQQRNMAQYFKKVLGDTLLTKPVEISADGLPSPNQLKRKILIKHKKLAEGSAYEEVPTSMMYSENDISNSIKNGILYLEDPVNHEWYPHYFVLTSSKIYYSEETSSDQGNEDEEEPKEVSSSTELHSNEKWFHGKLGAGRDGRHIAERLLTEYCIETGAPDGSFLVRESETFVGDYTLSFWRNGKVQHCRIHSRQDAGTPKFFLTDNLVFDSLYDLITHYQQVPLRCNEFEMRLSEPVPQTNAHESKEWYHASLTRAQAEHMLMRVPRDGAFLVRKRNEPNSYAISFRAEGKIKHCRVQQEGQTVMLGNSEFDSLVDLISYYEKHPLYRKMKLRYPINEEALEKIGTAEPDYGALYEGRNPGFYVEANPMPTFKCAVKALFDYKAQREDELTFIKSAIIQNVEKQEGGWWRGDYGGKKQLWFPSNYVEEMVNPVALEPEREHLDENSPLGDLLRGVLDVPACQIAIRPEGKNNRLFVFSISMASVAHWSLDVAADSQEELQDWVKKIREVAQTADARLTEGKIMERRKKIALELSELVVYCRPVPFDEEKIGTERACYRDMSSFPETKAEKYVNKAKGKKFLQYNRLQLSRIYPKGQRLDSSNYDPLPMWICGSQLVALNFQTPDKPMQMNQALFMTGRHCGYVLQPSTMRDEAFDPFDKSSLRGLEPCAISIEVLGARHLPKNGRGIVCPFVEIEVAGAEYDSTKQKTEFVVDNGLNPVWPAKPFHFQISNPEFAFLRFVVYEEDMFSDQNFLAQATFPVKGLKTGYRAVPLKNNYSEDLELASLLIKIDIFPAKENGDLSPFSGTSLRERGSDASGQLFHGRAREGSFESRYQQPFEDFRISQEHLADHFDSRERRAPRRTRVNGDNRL
ADAM17 inh: ADAM17 inhibition, QFRET primary screen; P78536; recombinant ADAM17, EDANS/DABCYL FRET peptide cleavage; inhibition, % at 6.95 µM; 0.83% of 370,000 active; AID 720648;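 active means inhibition above the mean of compounds lying between control limits plus 3 SD, set per campaign, cut at about 8.5% in these data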;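 further: 0% = DMSO-only wells as the low control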
hgDAF12 agonist: activates the H. glycines DAF-12 receptor ligand-binding domain. HEK293 GAL4-hgDAF12 UAS-luciferase reporter, agonist luminescence; normalized to butyrate control. activation, % at 6.8 µM. 1.8% of 370,000 active;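 active means activation above a cutoff set at the mean of all screened compounds plus 3 SD, cut at about 10% in these data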;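 further: 0% = DMSO wells and 100% = sodium butyrate wells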
Numbers without * were called inactive; nt = not tested or not shown.

SMILES	DAX1 inh-1	PLCb3 inh	ADAM10 inh	ssDAF12 agonist	FXN GAA850 act	DAX1 inh-2	sPLA2-III inh	hcDAF12 agonist	PLCg1 inh	ADAM17 inh	hgDAF12 agonist
Fc1ccc(CN2CCN3CCCC3C2C2CCCCC2)cc1F (configuration not stated)	3.9	-1	4	-1.0	-0.9	-0.6	11	1.1	-1	-6	0.8
O=C(CN1CCN(c2ccc(Cl)cc2)CC1)N1CCCC1	-1.3	0	1	-1.4	-1.3	-1.1	4	-0.4	-1	-3	1.4
CCC(C)N(C(=O)CSc1nnc(-c2cccnc2)n1C1CCCCC1)C(C)CC (configuration not stated)	nt	4	-6	-1.3	nt	-1.3	-3	-1.2	1	1	-2.2
C/C(CCC(=O)O)=N/Nc1ccc([N+](=O)[O-])cc1[N+](=O)[O-]	-0.8	1	0	-1.0	1.8	-0.7	8	-1.4	2	-5	-1.5
Cc1cc(NS(=O)(=O)c2ccc(NC(=S)Nc3ccc(Cl)cc3C)cc2)no1	2.1	-2	-4	-1.2	-0.3	0.5	-1	-0.1	-1	-2	-1.2
O=C1CN(S(=O)(=O)c2cccc(Br)c2)CCN1	0.5	0	-11	-0.3	0.0	1.7	8	-1.2	2	-2	-0.9
CCOC(=O)C1(C)CCCN(C(=O)c2cc(C#N)cs2)C1 (configuration not stated)	nt	3	3	-0.7	-1.9	2.7	11	-1.6	6	5	-0.3
COc1ccc(/C=N/Nc2cc(C)nc3ccc(OC)cc23)c(OC)c1	-0.5	-350	-24	-0.3	-6.4	-0.3	-9	-0.3	-261	-10	-1.3
CC(C)(C)NC(=O)CSc1ccc(C(C)(C)C)cc1	-0.3	3	-3	-1.8	0.3	-0.2	1	-1.3	0	-2	1.1
COc1ccc(/C=C/C(=O)OCC(=O)NCCC2=CCCCC2)cc1OC	0.6	-89	-135	-1.1	1.7	0.1	-12	-0.5	-71	-42	0.6
CC(OC(=O)/C=C/c1ccc2ccccc2n1)C(=O)N(C)c1ccccc1 (configuration not stated)	0.2	4	2	-1.1	1.4	-1.0	-5	0.2	1	-2	-0.7
C=CCn1c(NC(=O)c2ccc(Br)o2)c(C(=O)OCC)sc1=S	0.3	0	3	-1.2	1.9	0.1	8	-0.8	-4	0	0.4
CC(C)OC(=O)c1nn2c(C(F)(F)F)cc(-c3ccc(Br)o3)nc2c1Br	-0.1	-28	2	-1.6	0.5	0.1	-2	-0.5	-16	-3	-1.0
CCc1ccc2nc(NC(=O)C3CSC4(C)CCC(=O)N34)sc2c1 (configuration not stated)	0.3	-13	-7	0.5	3.3	1.3	-11	4.3	-6	0	7.2
Nc1ccn(Cc2cccc(Cl)c2)n1	2.8	3	1	-0.7	0.7	-0.3	1	-1.0	2	0	3.6
COc1ccc(OC)c(Nc2nc(-c3sc(C)nc3C)cs2)c1	0.7	-7	0	-1.4	3.2	-1.1	-12	-2.2	-3	-1	-2.6
CCc1ccccc1NC(=O)CN(C)Cc1nc(N)nc(Nc2ccccc2C)n1	-0.1	1	0	-1.3	-0.3	0.2	-3	-1.7	-2	1	-2.8
CCCn1c(CN2CCN(C(=O)OCC)CC2)nc2cc([N+](=O)[O-])ccc21	-0.2	-4	4	-1.3	0.0	-0.2	7	-1.8	2	-5	-3.5
Cc1[nH]c2ccccc2c(=O)c1CNCc1ccccc1	-0.4	-14	-23	-1.1	0.6	-0.7	14	-0.3	-11	-6	0.8
CCc1ccc(Nc2n[n+](-c3ccccc3)c(-c3ccc(OC)c(Br)c3)s2)cc1	-2.4	0	13	-1.1	-0.9	-0.1	2	-1.6	2	-1	1.3
CCCCn1nnnc1C1(C)CCC(=O)N1C1CC1 (configuration not stated)	nt	3	11	-1.1	nt	-0.7	2	-1.4	1	3	-2.7
CCOC(=O)CNC(=O)C1(/C=C/c2ccccc2)CC(=O)N1c1ccc(C)cc1 (configuration not stated)	1.2	1	-2	-0.6	0.8	-0.3	-15	-1.3	4	-1	-1.7
CC(C)(C)c1ccc(C(=O)N2[C@H](COCc3ccccc3)C=CS2(=O)=O)cc1	nt	1	4	-0.8	nt	0.1	-9	-2.0	3	0	-2.8
O=C(CCc1nnc(CCCCc2ccccc2)o1)NCCCc1cccnc1	1.3	-1	5	-1.1	-0.8	-0.4	-2	-0.6	0	-4	-1.9
COc1ccc(-n2c(N)c(C(=O)NCc3ccco3)c3nc4ccccc4nc32)cc1OC	-1.4	-80	-26	-1.0	2.9	0.1	-1	-1.5	-61	-14	-2.4

Continuation.
SMILES	DAX1 inh-1	PLCb3 inh	ADAM10 inh	ssDAF12 agonist	FXN GAA850 act	DAX1 inh-2	sPLA2-III inh	hcDAF12 agonist	PLCg1 inh	ADAM17 inh	hgDAF12 agonist
Cc1cc(C)c(NC(=O)CSc2nnc(CN3CCOCC3)n2C)c(C)c1	-0.2	-6	-7	-1.2	-0.6	-0.3	-3	-1.1	-1	-2	-1.4
CC(C)Cc1nc2oc3c(NCC(C)O)ncnc3c2c2c1CCCC2 (configuration not stated)	-0.8	-12	-35	-2.0	1.1	0.0	6	-2.4	-2	-18	-4.0
CCS(=O)CCSC(=N)N (configuration not stated)	0.1	1	8	-0.5	6.6	0.0	-2	0.9	3	-1	-0.9
CC1=C(CCN2CCN(C(C)C)C(CCO)C2)C(C)(C)CCC1 (configuration not stated)	-0.2	0	-5	0.4	1.5	-0.2	6	1.9	2	-2	-0.1
NC(=O)c1ccccc1N/C=C1\CCCCC1=O	1.8	-100	-316	-1.4	4.5	-0.1	-8	1.4	-81	-93	1.5
O=C(OCc1nc2ccccc2s1)c1cnccn1	3.0	0	-4	0.2	1.4	0.9	9	8.2*	2	0	6.8
COc1ccccc1CNC1CCN(Cc2ccccc2)CC1	-0.7	-2	7	-0.3	2.5	0.7	15	-1.8	-1	-9	-0.5
Cc1ccc(-c2nc3ccc(C)cn3c2CC2CCCCC2)cc1	nt	-50	-64	2.2*	nt	7.2*	7	10*	-36	-10	21*
CSc1ccc(S(=O)(=O)NCC(=O)OCC(=O)NC2(C#N)CCCCC2)cc1[N+](=O)[O-]	-0.6	-6	-5	-1.2	-2.7	1.6	-7	-1.1	0	0	0.8
Cc1ccccc1C(=O)Nc1ccc(N2CCCC2)cc1	0.2	-7	-13	-1.4	1.1	1.6	11	-1.0	-4	-3	3.2
C=CCN1C(=O)[C@H](CC(=O)NCCCN2CCCC2=O)[C@@]2(C(=O)OCC)CCCC=C12	nt	-5	-6	-0.3	nt	0.2	5	-0.2	-2	-6	-1.4
Cc1cc2nc(-c3ccccc3Br)n(/C=C(\c3ccccc3)n3c(=O)[nH]c4ccccc43)c2cc1C	nt	-31	-10	-0.9	nt	0.0	1	3.3	-25	-4	4.0
CN1CCN(S(=O)(=O)c2cccc(C(=O)N(C)Cc3cccs3)c2)CC1	0.5	1	5	-0.8	-0.7	1.3	-2	0.2	6	6	2.5
COCC(=O)N(C)C[C@H]1N[C@@](Cc2ccccc2)(C(=O)OC)[C@H]2C(=O)N(Cc3ccccc3)C(=O)[C@@H]12	0.5	-4	-8	-0.8	0.2	0.1	3	-0.2	4	2	-1.5
NC(=O)C1CCN(C(=O)c2cc3c(s2)CCCC3)CC1	1.7	-6	-1	-0.8	5.1	5.7*	3	1.1	-4	1	6.5
CCCCc1ccc(-c2noc(CCC(=O)NCC)n2)cc1	nt	2	11	-2.2	nt	nt	-5	-6.4	-1	5	-9.9
O=C(Nc1cccc(C(F)(F)F)c1)C1CCCO1 (configuration not stated)	-1.0	3	5	-0.7	1.6	0.4	1	0.0	1	-2	2.7
Cc1nn(CC(C)C)c(Cl)c1C(=O)N(C)CC(=O)Nc1ccc(Cl)cc1	1.2	5	1	-2.0	-1.0	-1.2	-7	1.0	1	-2	-0.8
Cc1cccc(OCC(=O)OCC(=O)c2c(N)n(C)c(=O)n(C)c2=O)c1	0.9	1	1	-0.7	3.7	0.4	0	-0.1	3	6	-0.2
CCCCN(C(=O)CSCC(=O)Nc1ccc(C)cc1)c1c(N)n(CC(C)C)c(=O)[nH]c1=O	-0.3	-2	-9	-1.4	-0.1	2.2	2	2.0	4	3	3.9
COc1ccc2c(c1)CC/C(=C\c1ccc(OC)c(Cn3cccn3)c1)C2=O	-3.0	-24	4	-2.1	-0.7	-1.9	-13	-3.6	-20	4	-5.8
COc1ccc(C(=O)N2CCCN(C)CC2)c(OC)c1	2.4	-6	6	-0.8	1.2	0.3	5	1.7	2	3	-2.2
CCN(CC(=O)Nc1ccc(OC)cc1)CC(=O)Nc1ccc2c(c1)OCO2	-0.2	-4	-4	-1.4	-1.5	0.9	9	-0.7	-6	-2	-1.2
NC(=O)c1ccc(NC(=O)C#Cc2ccccc2)cc1	-1.1	0	3	-0.7	-6.0	-1.2	12	0.3	-1	-1	-6.7
CCC(=O)c1cccc2c1N=CC1=C(CC(C)(C)CC1=O)N2	2.6	-17	-7	-0.3	-0.5	-0.2	14	0.9	-7	-1	4.1

Next section, starting with the last 3 of the part before.
SMILES	DAX1 inh-1	PLCb3 inh	ADAM10 inh	ssDAF12 agonist	FXN GAA850 act	DAX1 inh-2	sPLA2-III inh	hcDAF12 agonist	PLCg1 inh	ADAM17 inh	hgDAF12 agonist
CCN(CC(=O)Nc1ccc(OC)cc1)CC(=O)Nc1ccc2c(c1)OCO2	-0.2	-4	-4	-1.4	-1.5	0.9	9	-0.7	-6	-2	-1.2
NC(=O)c1ccc(NC(=O)C#Cc2ccccc2)cc1	-1.1	0	3	-0.7	-6.0	-1.2	12	0.3	-1	-1	-6.7
CCC(=O)c1cccc2c1N=CC1=C(CC(C)(C)CC1=O)N2	2.6	-17	-7	-0.3	-0.5	-0.2	14	0.9	-7	-1	4.1
COc1cc(C(=O)NC2=C(C#N)CCC2)cc(OC)c1OC	1.7	1	-8	-1.5	0.8	-0.4	3	-1.8	0	-2	-2.6
O=C(CCNC(=O)c1ccc(Br)cc1)Nc1nccs1	-0.3	-6	-5	-1.3	2.0	-2.0	-5	-0.2	3	-2	1.8
CCOC(=O)C1CCCN(C(=O)COc2ccccc2F)C1 (configuration not stated)	1.2	3	1	-1.7	1.4	-0.6	2	-0.9	8	2	-2.6
COc1ccccc1CNC(=O)COC(=O)C1=COCCO1	1.8	4	-3	-1.1	-1.1	-0.4	4	-1.8	4	-1	-0.4
FC(F)(F)c1ccnc(NCc2ccco2)n1	-0.8	-5	-1	-1.6	2.8	-0.3	3	-1.8	2	-4	0.0
Cc1ccn2c(CNCC3OCCc4ccccc43)c(C(=O)N3CCCCCC3)nc2c1 (configuration not stated)	0.0	-1	-6	-1.9	-0.2	-0.4	2	-1.5	3	-1	-0.4
Cc1ccc(CNC(=O)[C@@H](NC(=O)Cc2ccccc2)C(C)C)cc1	1.6	-4	-9	-0.1	-1.6	0.0	1	-2.2	-3	-3	0.7
NC(=O)C1C(c2ccccc2)=C1c1ccccc1	1.1	2	-7	-1.6	-3.5	-0.3	4	-0.8	2	-3	-0.8

Source: PubChem BioAssay (The Scripps Research Institute Molecular Screening Center)
